# Screens (PubChem)
# Tau ThT inhib = qHTS for Inhibitors of Tau Fibril Formation, Thioflavin T Binding; AID 1460, 2008; 270,000 tested, 2.1% active; Potency, µM (series often up to 57.4 µM), for the others: at the highest dose activity, negative = inhibition, most hits filed as inhibitors; recombinant tau K18 P301L, heparin-induced fibrillization, ThT fluorescence; Microtubule-associated protein tau (Homo sapiens), P10636; also: % is scaled to controls: 0 for no effect and ±100 for the full control effect; nearly all actives have a fitted effect of over 55% in size
# Target sequence (P10636 561-689 P618L limits assumed): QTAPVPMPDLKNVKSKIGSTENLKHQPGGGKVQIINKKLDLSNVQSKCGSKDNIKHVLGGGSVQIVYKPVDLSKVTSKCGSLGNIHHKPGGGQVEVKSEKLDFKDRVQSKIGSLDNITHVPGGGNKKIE
#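 ThT emission at 510 nm, taken 1 hr after adding 30 uM dye, quantifies aggregates formed when 20 uM heparin acts on human tau K18 P301L for 6 hr at 37 C.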
# TR SRC2 fluor cs = Total Fluorescence Counterscreen for Inhibitors of the Interaction of Thyroid Hormone Receptor and Steroid Receptor Coregulator 2 | TRb/SRC2 Texas Red total fluorescence interference | Potency, µM (titrated, usually from 106 µM), for the others: at the highest dose fluorescence change, negative = quenching | 280,000 tested, 0.29% active; active = well fitted curve in either direction with a large enough effect; inconclusive = small, poorly fitted or top-dose-only effect; also: % is scaled to controls: 0 for no effect and ±100 for the full control effect
#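 Human TRβ ligand-binding domain (0.6 uM) and Texas Red SRC2 peptide (20 nM) in Tris buffer with 1 uM T3 and 5% DMSO were incubated with pinned compound for 5 hr at ambient temperature. Total fluorescence was computed as S + 2P (555/632 nm).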
# L3MBTL1 block = qHTS Assay for the Inhibitors of L3MBTL1; Lethal(3)malignant brain tumor-like protein 1 (Homo sapiens), Q9Y468; AlphaScreen L3MBTL1–H3K9me1 peptide binding; Potency, µM (top dose mostly 57.1 µM), for the others: at the top dose activity, negative = inhibition, most hits filed as inhibitors; 230,000 tested, 0.66% active; also: % is scaled to controls: 0 for no effect and ±100 for the full control effect; nearly all actives have a fitted effect of over 60% in size
# Target sequence (Q9Y468 whole entry, looked up): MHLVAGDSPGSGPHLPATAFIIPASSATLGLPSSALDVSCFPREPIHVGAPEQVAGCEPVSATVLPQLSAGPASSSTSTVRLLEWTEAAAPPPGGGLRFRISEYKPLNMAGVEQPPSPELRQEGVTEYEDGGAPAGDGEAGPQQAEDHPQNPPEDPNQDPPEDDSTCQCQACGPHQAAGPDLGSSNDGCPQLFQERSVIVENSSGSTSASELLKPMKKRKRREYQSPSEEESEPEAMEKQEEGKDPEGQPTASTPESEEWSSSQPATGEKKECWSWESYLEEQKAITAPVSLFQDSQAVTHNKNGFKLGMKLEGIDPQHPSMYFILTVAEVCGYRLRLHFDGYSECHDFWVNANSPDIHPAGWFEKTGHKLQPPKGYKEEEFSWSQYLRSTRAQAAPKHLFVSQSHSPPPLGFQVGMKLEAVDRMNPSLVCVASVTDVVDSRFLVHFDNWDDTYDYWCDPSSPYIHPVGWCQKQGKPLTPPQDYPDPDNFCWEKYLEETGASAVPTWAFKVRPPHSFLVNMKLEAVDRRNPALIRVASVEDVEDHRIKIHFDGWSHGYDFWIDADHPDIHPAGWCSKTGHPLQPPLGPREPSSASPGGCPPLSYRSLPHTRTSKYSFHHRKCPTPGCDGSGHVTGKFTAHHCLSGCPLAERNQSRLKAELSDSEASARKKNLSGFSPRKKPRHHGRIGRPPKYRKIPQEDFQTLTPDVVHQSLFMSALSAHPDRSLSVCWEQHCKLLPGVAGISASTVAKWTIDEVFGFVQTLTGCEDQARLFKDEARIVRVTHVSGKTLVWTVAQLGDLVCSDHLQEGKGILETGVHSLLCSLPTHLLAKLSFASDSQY
#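 Displacement of a biotinylated histone H3(1-15) peptide monomethylated at Lys9 (75 nM) from L3MBTL1 (50 nM) was measured by AlphaScreen after a 30 min room-temperature compound incubation; cefsulodin titration served as intraplate control.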
# Tau fibril FP = qHTS for Inhibitors of Tau Fibril Formation, Fluorescence Polarization; K18 P301L tau heparin fibrillization, Alexa594 FP, 6 h; Potency, µM (series often up to 57.7 µM), for inactives: top-dose activity, negative = inhibition, usual class: inhibitors; 280,000 tested, 0.39% active; AID 1468, 2008; also: % is scaled to controls: 0 for no effect and ±100 for the full control effect; nearly all actives have a fitted effect of over 55% in size
#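 Read-out: fluorescence polarization of Alexa 594-labeled tau (0.24 uM), 555 nm excitation, 632 nm emission. Mixtures held 15 uM unlabeled K18 P301L, compound and 20 uM heparin, pH 7 acetate buffer, incubated 6 hr at 37 C.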
# RECQ1 helicase = qHTS Assay for Inhibitors of RecQ-Like Dna Helicase 1 (RECQ1) | ATP-dependent DNA helicase Q1 (Homo sapiens), P46063 | RECQ1 DNA unwinding, red fluorescence kinetic read | Potency, µM (top dose mostly 57.3 µM), inactives show at the highest dose activity, negative = inhibition, actives largely listed as inhibitors | 240,000 tested, 0.54% active;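 also: plate controls were vehicle for no effect and no enzyme for full effect; nearly all actives have a fitted effect of over 30% in size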
#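 RECQ1T1 50 nM; forked duplex (20 bp + 30-nt ss tails) 200 nM, ATP 2 mM final; pH 8.0, 2 mM MgCl2, 2.5 ug/ml poly(dI-dC); 15 min compound preincubation; discontinuous kinetic read over 2 h at RT.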
# HTT cytoprotect = qHTS Multiplex Assay to Identify Dual Action Probes in a Cell Model of Huntington: Cytoprotection (ATP); PC12 HTT-Q103 induced, cytoprotection, ATP luminescence, 40 h; Potency, µM (titrated, usually from 56.4 µM), for the others: cytoprotection (ATP increase), usual class: activators; 230,000 tested, 0.14% active;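 also: % of control where 0% means no effect; nearly all actives have a fitted effect of over 45% in size; toxic huntingtin expression switched on by the ecdysone agonist tebufenozide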
#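 Compounds were screened for protection of PC12 cells against cell death after tebufenozide induction (100 nM final) of mutant Huntingtin exon 1 (Q103) fused to GFP.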
# TRb SRC2 PPI = qHTS for Inhibitors of the Interaction of Thyroid Hormone Receptor and Steroid Receptor Coregulator 2. Potency, µM (series often up to 106 µM), for the others: top-dose activity change, negative = inhibition, hits mostly inhibitors. AID 1469, 2008. Thyroid hormone receptor beta (Homo sapiens), P10828. TRbeta-SRC2 peptide binding, fluorescence polarization; receptor liganded with 1 µM T3. 280,000 tested, 0.065% active;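 also: plate controls were bound peptide for no effect and peptide without receptor for full effect; nearly all actives have a fitted effect of over 50% in size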
#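 Assay buffer: 20 mM Tris-HCl, 100 mM NaCl, 10% glycerol, 1 mM EDTA, 0.01% NP-40, 1 mM DTT, 1 uM T3, 5% DMSO; TRb LBD 0.6 uM, Texas Red SRC2 20 nM; FP after 5 hr.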
# Tau fluor cs = Counterscreen qHTS for Inhibitors of Tau Fibril Formation, Fluorescence Polarization | tau K18 P301L Alexa594 fluorescence, heparin fibrillization | Potency, µM (doses to about 57.7 µM), without a hit: top-dose activity change, negative = decrease | 280,000 tested, 0.93% active | AID 1463, 2008; also: % is scaled to controls: 0 for no effect and ±100 for the full control effect; nearly all actives have a fitted effect of over 55% in size
#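 Human tau K18 P301L (15 uM unlabeled, 0.24 uM Alexa 594-labeled) in 100 mM sodium acetate pH 7 with 20 uM heparin, 6 hr at 37 C. ThT 30 uM added, 1 hr ambient; Alexa 594 FP and total fluorescence read at 555/632 nm.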
# An asterisk follows results filed as active; i = inactive; ? = inconclusive; . = not tested or not shown; & = joins results of further samples; [ ] = another dose, or the depositor's remark. Unless noted, calls follow the shape of the dose curve; as a rule, active = well fitted curve in the direction sought with a large enough effect; inconclusive = small, poorly fitted or top-dose-only effect, or another doubt; inactive = no such curve, though single readings can be large; an effect the other way counts as inactive or inconclusive. Potency is read from the fitted curve at half-maximal effect. These rows are one share of the data; count on the stated rates, not on these rows.
# Screens in order: Tau ThT inhib, TR SRC2 fluor cs, L3MBTL1 block, Tau fibril FP, RECQ1 helicase, HTT cytoprotect, TRb SRC2 PPI, Tau fluor cs
CC(C)CC(=O)Nc1nnc(SCC(=O)Nc2ccc3c(c2)OCO3)s1
  -7%, -1%, 10%, 9%, -1%, 0%[10 µM], -5%, -6%
CCc1ccc2ncc3c(-c4ccc(F)cc4)nn(CC(=O)NC4CCCCC4)c3c2c1
  1%, 6%, ., -3%, ., ., 8%, -6%
CC(=O)c1ccc(OC(=O)c2ccc(Br)o2)cc1
  2%, 0%, -1%, -3%, -20%, 1%, -16%, -8%
CC1(C)C(=O)OC(c2cccs2)C2(CCCCC2)C1=O (centres undefined)
  -6%, -1%, ., 3%, -11%, 9%, -10%, -9%
O=c1oc2ccccc2c(N2CCCC2)c1[N+](=O)[O-]
  7%, -1%, -8%, 11%, -4%, -71%[inhibitor], -8%, 12%
COc1cccc(C(=O)N2c3ncnn3C3(CCCCC3)[C@@H]3CCCC[C@@H]32)c1
  -3%, 5%, ., -4%, ., ., 2%, -11%
Cc1ccccc1CSc1ncc(Cl)c(C(=O)NCc2ccccc2)n1
  2%, 0%, ., -8%, ., ., -11%, -2%
Cc1cc(NC(=O)c2cc(C3CC3)on2)n(-c2ccccc2)n1
  8%, 3%, -3%, -1%, i, 14%[10 µM], -21%, 10%
O=c1ccc2cc(S(=O)(=O)Nc3ccc(OC(F)(F)F)cc3)ccc2[nH]1
  ?, -18%, ., 1%, ., ., 1%, ?
CCN1C(=O)CC(NCc2ccc3c(c2)OCO3)C1=O (centres undefined)
  -8%, -1%, ., 1%, 6%, -17%, -17%, -9%
Cc1cc(=O)[nH]c(=S)[nH]1
  -5%&-4%, 0%&0%&-2%, 3%, 2%&-1%, -10%&0%&-9%, -14%&-5%, -2%&-1%&-8%, -7%&-7%
Cc1ccc(-c2ccc(CCC(=O)O)n2C(C)C)cc1
  ?, 1%, ., -8%, -8%, -3%, 5%, -15%
CC(=O)Nc1ccc(NC(=O)CN2CCN(c3cccc(C(F)(F)F)c3)CC2)cc1
  -20%, -7%, ., 7%, i, -10%, -8%, -27%
O=C(CN1C(=O)COc2ccc(S(=O)(=O)NC3CCCC3)cc21)Nc1ccc(F)c(Cl)c1
  6%, 7%, ., ?, ., ., 8%, ?
O=C(Nc1ccc(Br)cc1F)c1ncoc1-c1ccco1
  -13%, -2%, ., -14%, ., ., 0%, -8%
O=C1/C(=C\c2cccs2)SC(=S)N1C1CCS(=O)(=O)C1 (centres undefined)
  ?, -1%, ?, 6%, i, -24%[10 µM], 1%, -22%
Cc1ccc(NC(=O)COC(=O)Cn2c(C)csc2=O)cc1C
  -8%, -1%, ., -4%, -13%, 4%, -4%, -3%
Cc1cc(C)c(NC(=O)CSc2nc3ccccc3nc2N2CCCCC2)c(C)c1
  -14%, -5%, ., -6%, ., ., -1%, -6%
Nc1cc2ccncc2c2ccccc12
  -5%, 2%, -9%, 5%, -6%, 20%[10 µM], 3%, 4%
O=C(COC(=O)[C@@H]1CCCN1C(=O)c1cccs1)Nc1ccc(F)cc1[N+](=O)[O-]
  -11%, -1%, 1%, -2%, -1%, -23%, 2%, -6%
COc1cccc(-c2csc(-c3c(N)c(C(=O)c4ccc5c(c4)OCO5)n4ccccc34)n2)c1
  ?, -1%, ., 6%, ., ., 1%, ?
Cc1cc(Cl)ccc1OCC(=O)OC(C)C(=O)N(C)C (centres undefined)
  0%, -1%, -5%, -5%, -15%, -8%, -12%, 3%
COc1ccc(CNC(=O)c2ccc3c(c2)nc2n3CCCCC2)c(OC)c1
  -12%, -2%, ., 0%, ., ., 0%, 6%
COC(=O)[C@H](C)NC(=O)Nc1ccc(OC)c(OC)c1
  7%, 0%, 1%, 3%, 2%, -6%, 5%, 10%
Nc1nc(SCC(=O)Nc2ncc(C(F)(F)F)cc2Cl)n[nH]1
  2%, 3%, -11%[2.29 µM], -5%, 7%, -31%, -12%, -4%
COCCNC(=O)C(=O)NCCN1CCOCC1
  -8%, 3%, -1%, -2%, -7%, 4%[1.9 µM], -14%, -3%
Cc1ccc(S(=O)(=O)NCc2nc3nc(C)cc(C)n3n2)cc1
  -4%, -2%, ., -6%, ., ., 5%, -11%
CCN(CC)c1ccc(C2C(C(N)=O)=C(C)Nc3nc(SCc4ccccc4Cl)nn32)cc1 (centres undefined)
  -3%, -1%, ., 9%, ., ., 2%, ?
COCCCNC(=O)C(=O)NC1CCCCCC1
  11%, -3%[53 µM], -3%, -2%, -10%, 2%[10 µM], -1%[53 µM], 10%
CCc1nc(SCc2ccccn2)[nH]c(=O)c1C
  -1%, -1%, 16%, -2%, -7%, -19%[10 µM], 3%, -1%

# An excerpt from above in order of length of the SMILES, lowest first.
# Screens in order: Tau ThT inhib, TR SRC2 fluor cs, L3MBTL1 block, Tau fibril FP, RECQ1 helicase, HTT cytoprotect, TRb SRC2 PPI, Tau fluor cs
COCCCNC(=O)C(=O)NC1CCCCCC1
  11%, -3%[53 µM], -3%, -2%, -10%, 2%[10 µM], -1%[53 µM], 10%
Nc1nc(SCC(=O)Nc2ncc(C(F)(F)F)cc2Cl)n[nH]1
  2%, 3%, -11%[2.29 µM], -5%, 7%, -31%, -12%, -4%
Cc1cc(C)c(NC(=O)CSc2nc3ccccc3nc2N2CCCCC2)c(C)c1
  -14%, -5%, ., -6%, ., ., -1%, -6%

# Remaining list, next part:
# Screens in order: Tau ThT inhib, TR SRC2 fluor cs, L3MBTL1 block, Tau fibril FP, RECQ1 helicase, HTT cytoprotect, TRb SRC2 PPI, Tau fluor cs
CCCCOc1cc(=O)[nH]c(=O)[nH]1
  -9%, -3%, 2%, 5%, -2%, 21%[1.9 µM], -2%, 5%
COc1cc(CCCN2C(N)=NC[C@@H]2Cc2ccccc2)cc(OC)c1OC
  -5%, -2%, ., 5%, -3%, -3%[10 µM], 4%, 4%
CCOC(=O)c1cncc(C(=O)O)c1
  -3%, -1%, 2%, -7%, -10%, -25%, -12%, -5%
CC(C)(C)c1ccc(-c2nc(SCC(=O)Nc3ccccc3F)n3[nH]c(=O)cc3n2)cc1
  2%, -3%, ., -3%, ., ., -1%, 0%
CC(C)(C)c1ccc(-c2nnc(SCC(=O)O)n2N)cc1
  3%, -6%, 6%, -3%, i, -56%[inhibitor][10 µM], 1%, 3%
Cn1nnc(NC(=S)NC(=O)/C=C/c2ccco2)n1
  ., 1%, ., -10%, -5%, 12%[10 µM], -1%, -19%
CCOC(=O)CCP(=O)(O)C(O)(c1ccccc1)c1ccccc1
  -6%, -6%, ., 6%, 0%, -4%[10 µM], -6%, -2%
Cc1ccccc1C(=O)OC1OC(=O)C(Cl)=C1Nc1ccc(C(=O)O)cc1 (centres undefined)
  12%, 0%, ?, 5%, -6%, ., -1%, 7%
CCOC(=O)N1CCN(C(=O)/C=C/c2c(C)nn(-c3ccc(F)cc3)c2Cl)CC1
  ?, 2%, ., 5%, i, -15%, 10%, -10%
COC(=O)c1sc2nc(CN3CCOCC3)nc(N3CCOCC3)c2c1C
  -12%, -1%, ., 2%, -2%, -7%, 1%, 4%
Cc1ccccc1NC(=O)C(=Cc1ccc(C(=O)O)cc1)C(=O)Nc1ccccc1C
  ?, -1%, 13%, 3%, ?, 40%[10 µM], -6%, -4%
CCCSc1nc2sc3c(c2c(=O)n1-c1cccc(Br)c1)CC(C)(C)OC3
  ?, -1%, ., -10%, ., ., 4%, -11%
CCN1C(=O)/C(=c2\sc3nc(=O)c(Cc4ccccc4)nn3c2=O)c2ccccc21
  20µM*, 1%, -16%, -17%, -8%, -12%[10 µM], 2%, -14%
C=CCc1c(C)nc2nc(SCC(=O)Nc3ccccc3CC)nn2c1C
  -1%, -1%, ., -1%, ., ., 2%, -9%
Cc1[nH]c(=O)[nH]c(=O)c1C1N2CC3(C(C)C)CN1CC(C(C)C)(C2)C3=O (centres undefined)
  2%, 0%, ., -7%, ., ., -4%, 2%
COc1ccc(NC(=O)COC(=O)c2ccc([N+](=O)[O-])o2)cc1Cl
  -3%, 2%, ., 6%, i, -16%, 2%, -1%
CC(C)CN1C(=O)c2ccc(C(=O)Nc3c[nH]c(=O)[nH]c3=O)cc2C1=O
  -5%, -2%, ., 6%, 3%, -37%, -2%, -3%
COc1cc(NC(=O)CC(C)S(=O)(=O)c2ccc3c(c2)CCN3C(C)=O)cc(OC)c1OC (centres undefined)
  7%, -2%, ., -7%, ., ., 0%, 10%
O=C(Nc1cc(Cl)ccc1Oc1ccccc1)c1ccccc1F
  -1%, -3%, 58%[activator], -3%, -9%, 18%[10 µM], 3%, -4%
CCOc1cc(CNCCc2ccccc2)ccc1OCC(=O)NC(C)(C)C
  8%, -2%, -1%, 3%, -2%, -17%[10 µM], 10%, 3%

# 3 compounds drawn at random from those above:
# Screens in order: Tau ThT inhib, TR SRC2 fluor cs, L3MBTL1 block, Tau fibril FP, RECQ1 helicase, HTT cytoprotect, TRb SRC2 PPI, Tau fluor cs
O=C(Nc1cc(Cl)ccc1Oc1ccccc1)c1ccccc1F
  -1%, -3%, 58%[activator], -3%, -9%, 18%[10 µM], 3%, -4%
CC(C)CN1C(=O)c2ccc(C(=O)Nc3c[nH]c(=O)[nH]c3=O)cc2C1=O
  -5%, -2%, ., 6%, 3%, -37%, -2%, -3%
CCOc1cc(CNCCc2ccccc2)ccc1OCC(=O)NC(C)(C)C
  8%, -2%, -1%, 3%, -2%, -17%[10 µM], 10%, 3%
